SRC1 inh: SRC1 coactivator transcriptional activity inhibitors, primary screen, cell-based, luminescence. Nuclear receptor coactivator 1 (Homo sapiens), Q15788. HEK293 GAL4-SRC1 luciferase reporter. inhibition, % at 3.6 µM. 0.12% of 360,000 active. AID 588354, 2011;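 active means inhibition above the campaign mean plus 3 SD, with each screening campaign given its own cutoff, cut at about 60% in these data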;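 further: 0% = DMSO treated cells and 100% = gossypol at 36 µM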
Granule exo inh: LAMP-1 surface exposure blockers, TALL-104 cells – cell-based, flow cytometry, MLPCN library, primary screen. TALL-104 LAMP-1 surface exposure; cells stimulated with thapsigargin and PMA. inhibition, % at 10 µM. 0.66% of 360,000 active. AID 651702, 2012;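 active means inhibition above about 55%, limit read from the data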
SRC3 inh: SRC3 coactivator transcriptional activity inhibitors, primary screen, cell-based, luminescence. inhibition, % at 3.6 µM. 0.17% of 360,000 active. AID 588352, 2011. Nuclear receptor coactivator 3 (Homo sapiens), Q9Y6Q9. HEK293 GAL4-SRC3 luciferase reporter;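 active means inhibition above a per-campaign cutoff, the mean of all compounds plus 3 SD, cut at about 60% in these data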;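 further: 0% = DMSO-treated cells and 100% = gossypol-treated cells at 36 µM; higher means less SRC3-driven luciferase light from the GAL4 reporter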
TROY NFkB inh: inhibitors of TROY-driven NF-kB signaling, primary screen, Q293 LMP1-TROYcd cells, NF-kB luciferase, uHTS. AID 1347056, 2019. inhibition, % at 10 µM. 0.98% of 360,000 active. Q293 LMP1-TROYcd NF-kB luciferase reporter, 4 h;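 active means compounds whose plate-normalised and pattern-corrected inhibition of the luciferase reporter signal at the single screening dose is 50% or more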
ABHD5 PLIN5 PPI: ABHD5-PLIN5 interaction inhibitors, primary screen, cell lysate, split luciferase complementation, luminescence; inhibition, % at 4 µM; Split G. princeps luciferase complementation, 4 h; 0.78% of 360,000 active; Perilipin-5 (Homo sapiens) + 1-acylglycerol-3-phosphate O-acyltransferase ABHD5 (Homo …;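 active means inhibition above the mean inhibition across every tested compound plus 3 SD, cut at about 22% in these data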;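 further: 0% = DMSO only wells and the 100% control is not disclosed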
NCOA2 inhibitor: inhibition of GAL4-SRC2 driven luciferase reporter, primary screen, SRC2 inhibitor project, cell-based, luminescence; 0.17% of 370,000 active; HEK293 GAL4-SRC2 luciferase reporter; AID 651957, 2012; inhibition, % at 9 µM;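 active means inhibition above the mean inhibition of all tested compounds plus 3 SD, set per campaign, cut at about 52% in these data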;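 further: 0% = DMSO treated cells and 100% = cells given Gossypol at 36 µM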
NOD2-RIPK2 inh: NOD2-RIPK2 binding disruptors in cells, primary screen, fluorescence, CHO cells, BLA complementation; Receptor-interacting serine/threonine-protein kinase 2 (Homo sapiens), O43353; 0.38% of 360,000 active; CCF4 ratio; inhibition, % at 4.98 µM; in the data active means inhibition above about 21%;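 further: 0% = vehicle only and 100% = reference blocker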
LRH-1 inv ag: LRH-1 (NR5A2) inverse agonists, primary screen, cell-based, luminescence, HEK293T, StAR-luciferase reporter. Nuclear receptor subfamily 5 group A member 2 (Homo sapiens), O00482. LRH-1 transfected, 24 h. inhibition, % at 3.6 µM. 0.13% of 360,000 active. AID 602396, 2012;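 active means inhibition above the mean inhibition of all tested compounds plus 3 SD, cut at about 73% in these data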;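 further: 0% = DMSO wells and 100% = reporter-only cells lacking LRH-1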
Target sequence (O00482 whole entry, looked up): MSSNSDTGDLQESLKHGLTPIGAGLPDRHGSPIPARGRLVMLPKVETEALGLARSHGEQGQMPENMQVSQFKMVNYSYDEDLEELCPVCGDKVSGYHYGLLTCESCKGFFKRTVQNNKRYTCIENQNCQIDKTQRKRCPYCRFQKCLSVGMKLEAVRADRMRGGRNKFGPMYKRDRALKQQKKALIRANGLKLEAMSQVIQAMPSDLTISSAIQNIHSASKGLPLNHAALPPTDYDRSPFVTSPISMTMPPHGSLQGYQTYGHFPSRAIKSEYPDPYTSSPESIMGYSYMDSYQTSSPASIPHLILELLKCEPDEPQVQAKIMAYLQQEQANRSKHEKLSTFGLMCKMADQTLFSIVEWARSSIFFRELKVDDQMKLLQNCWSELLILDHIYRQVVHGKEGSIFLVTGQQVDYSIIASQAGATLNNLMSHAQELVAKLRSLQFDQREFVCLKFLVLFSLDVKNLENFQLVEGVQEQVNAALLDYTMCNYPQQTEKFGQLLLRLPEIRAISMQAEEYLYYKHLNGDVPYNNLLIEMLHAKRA
TWEAK-Fn14 inh: inhibitors of TWEAK-Fn14 signaling, primary screen, luciferase reporter cells, uHTS | 2% of 360,000 active | TWEAK-stimulated Fn14 reporter cells, luciferase luminescence, 8 h | inhibition, % at 10 µM; in the data active means inhibition above about 50%
NR2F2 inh: NR2F2 transcriptional activity inhibitors, primary screen, cell-based, luciferase reporter, HEK293T, luminescence | inhibition, % at 8.6 µM | 0.7% of 370,000 active | COUP transcription factor 2 (Homo sapiens), P24468 | HEK293T NGFI-A luciferase reporter;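 active means inhibition above a per-plate cutoff, mean inhibition of test wells between control levels plus 3 SD, cut at about 38% in these data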;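 further: cells cotransfected with COUP-TFII expression vector driving the NGFI-A reporter; 0% = median of COUP-TF2 test wells and 100% = reporter-only cells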
Target sequence (P24468 whole entry, looked up): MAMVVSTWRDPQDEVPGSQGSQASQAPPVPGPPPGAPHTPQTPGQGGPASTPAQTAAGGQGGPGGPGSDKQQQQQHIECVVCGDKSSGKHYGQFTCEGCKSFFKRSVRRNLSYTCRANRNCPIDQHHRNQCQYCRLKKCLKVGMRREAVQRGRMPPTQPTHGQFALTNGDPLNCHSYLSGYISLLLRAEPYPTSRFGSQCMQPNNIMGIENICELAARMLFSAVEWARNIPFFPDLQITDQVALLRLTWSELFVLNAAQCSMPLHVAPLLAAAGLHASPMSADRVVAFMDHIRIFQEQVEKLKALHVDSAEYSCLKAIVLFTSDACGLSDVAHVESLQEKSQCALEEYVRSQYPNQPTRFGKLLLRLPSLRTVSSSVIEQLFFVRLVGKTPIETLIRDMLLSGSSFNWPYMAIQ
TLR9-MyD88 block: inhibitors of TLR9-MyD88 association in cells, primary screen, cell-based, CHO, BLA complementation, fluorescence | Toll-like receptor 9 (Homo sapiens) + Myeloid differentiation primary response protein … | CCF4 FRET ratio | inhibition, % at 4.98 µM | 0.21% of 340,000 active | AID 504734, 2011;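 active means inhibition above the mean over all tested compounds plus 3 SD, cut at about 21% in these data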;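 further: 0% = DMSO only wells and 100% = clavulanate BLA inhibitor control wells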
Numbers without * were called inactive; nt = no result given. The list is partial (hit frequency here may not be typical).

SMILES	SRC1 inh	Granule exo inh	SRC3 inh	TROY NFkB inh	ABHD5 PLIN5 PPI	NCOA2 inhibitor	NOD2-RIPK2 inh	LRH-1 inv ag	TWEAK-Fn14 inh	NR2F2 inh	TLR9-MyD88 block
CC(NC(=O)COC(=O)Cc1ccccc1[N+](=O)[O-])c1ccccc1 (stereo not given)	-14	-2	6	-1	2	2	-9	9	13	1	-6
Cc1c(C)n(Cc2ccc(Cl)cc2)c2ccc(C(=O)NCCN3CCOCC3)cc12	-20	4	10	3	15	26	-9	17	-5	0	-5
Cc1cc(C)cc(NC(=O)C2CCCN(S(=O)(=O)c3c(C)noc3C)C2)c1 (stereo not given)	-19	-6	-8	1	-3	12	3	-7	-19	8	1
CN(CC(=O)Nc1ccc(Cl)c(C(F)(F)F)c1)C(=O)CCc1nc2ccccc2c(=O)[nH]1	2	2	4	1	-1	2	-1	-30	-1	3	0
Cc1ccc(CCNC(=O)c2sc3nc4n(c(=O)c3c2C)CCC4)cc1	0	-4	-2	-24	-2	-6	-6	-28	-20	-17	-1
COc1ccc(CCN2CC(C(=O)OC(C)C(=O)Nc3ccc(NC(C)=O)cc3)CC2=O)cc1OC (stereo not given)	-15	-1	2	6	-3	3	-2	-2	1	20	-3
O=C(O)Cc1csc(Nc2cccc(Cl)c2)n1	-21	1	-2	-16	0	-15	-7	-18	-8	-9	5
Cc1ccc(NC(=O)C/C(N)=N/OC(=O)Nc2cccc(C)c2)cc1	-24	-6	-8	-33	-7	-36	-7	-16	-5	-7	5
COC(=O)c1cc(C)ccc1OCc1ccc([N+](=O)[O-])cc1	-8	7	-16	-24	-2	8	-5	7	-47	-12	-1
O=C(c1cc(=O)c2ccccc2o1)N1CCN(c2cccc(Cl)c2)CC1	-11	13	16	20	-1	-2	3	-10	13	10	-13
CCCCN(C)CCNC(=O)CCn1nc(-c2ccc(Cl)cc2)ccc1=O	13	19	1	-25	0	8	5	11	0	12	1
CCN(C(=O)c1cnc(NC(C)C)cc1C(F)(F)F)c1ccc(Cl)cc1Cl	-11	13	18	-5	-1	5	0	12	-27	-2	-5
CCCCCCCSc1nnc(N)s1	-42	-3	10	-15	4	3	-8	-6	-25	-5	6
CCN(CC)C(=O)Cn1cc(S(=O)(=O)CC(=O)Nc2ccc(C(N)=O)cc2)c2ccccc21	-20	-1	-14	16	-1	-9	4	14	5	-6	-4
Cc1ccc(-c2nc(CN(C)Cc3cccc4cnccc34)c(C)o2)s1	7	-5	18	16	1	15	-14	8	3	15	-10
CCn1c(CC(=O)Nc2ccccc2)nnc1SCC(=O)NC1=NCCS1	7	5	2	8	-4	12	3	-5	19	0	-7
Cc1cccc(N=C2NC(=O)/C(=C3/C(=O)N(C)c4ccccc43)S2)c1C	-4	0	-26	3	-3	5	7	3	-16	-16	-12
CC(Oc1cccc(Cl)c1)C(=O)Nc1nc(-c2ccccn2)cs1 (stereo not given)	6	3	-4	6	-6	11	-5	19	-7	15	10
COc1cc(OC)c2ccc(=O)oc2c1C(CC(=O)N1CCCC1)c1ccc2c(c1)OCO2 (stereo not given)	-7	-8	10	3	6	1	-2	-7	-5	2	-4
CCOC(=O)C1=C(c2ccccc2)OC(N)=C(C#N)C1c1ccc(Cl)s1 (stereo not given)	3	-1	-28	-16	16	-20	11	-4	29	12	-3
O=c1nc(N/N=C/c2ccco2)cn[nH]1	-49	-1	-37	-35	-4	-21	2	-50	-9	-13	6
COc1ccc(CC(=O)Nc2cccc(-c3ccc4nnc(C)n4n3)c2)cc1OC	-1	6	4	11	-1	-48	-9	-7	20	-10	-8
O=[N+]([O-])c1ccc2nn(Cc3ccccc3)cc2c1	-18	9	1	-10	-14	-4	-3	21	-2	-8	-11
Cc1ccccc1OCCn1cc(/C(N)=N/O)c2ccccc21	18	9	14	-25	14	-10	7	14	-20	-9	-7
CC(=O)N1CCN(c2ccc(NCc3ccc(C)s3)cc2)CC1	1	18	-1	4	-14	1	-3	3	6	12	5
CN(Cc1ccco1)S(=O)(=O)c1nnc(NC(=O)c2cccc(Cl)c2)s1	0	-1	11	-19	20	-5	-6	-20	-12	-16	-2
O=C(Nc1ccc2c(c1)OCCO2)NC1CCCCC1	-120	1	-92	-1	-1	-31	-4	-138	15	-36	-1
CCCc1ccc(OCCNC(=O)c2ccco2)cc1	-31	-1	-22	-55	-9	-72	-4	-92	-22	-17	1
CCCc1c(C(=O)N/N=C(\CC)c2ccccc2)nnn1-c1nonc1N	-21	4	-19	4	-3	-9	-13	9	-4	9	1
N#Cc1nc(-c2ccccc2F)oc1NC1CCCCC1	-10	-2	-24	-42	1	-48	-13	-34	-43	-12	-3
CCN(CC)c1ccc(C2C(C(=O)OCCOC)=C(C)NC3=C2C(=O)CCC3)cc1 (stereo not given)	2	4	24	-6	-4	17	2	-1	20	3	4
COc1cccc(C(O)c2nc(-c3cccc4cccnc34)cs2)c1 (stereo not given)	-4	-5	-9	-23	3	5	5	-15	-5	0	nt
CC1CCCCN1C(=O)c1cc(S(=O)(=O)N2CCCCC2)c[nH]1 (stereo not given)	-31	9	7	-12	8	-2	-3	-2	10	1	-2
O=C(NCc1ccccc1)C(c1ccco1)N1CCN(c2ccccc2F)CC1 (stereo not given)	nt	7	nt	nt	-6	-16	2	-7	nt	3	nt
O=C(O)CN1C(=O)SC(Nc2ccccc2C(=O)O)C1=O (stereo not given)	-5	-4	1	9	-6	13	-8	10	7	8	-2
CN(C(=O)c1cccc(NC(=O)Cc2cccc(NC(=O)C3CCCN(C(=O)C4CCCCC4)C3)c2)c1)C1CC1 (stereo not given)	-12	8	-6	4	4	-6	-13	-2	5	8	-7
Cc1csc(=O)n1CC(=O)OCC(=O)Nc1ccccc1C(C)C	-29	3	2	-6	-12	2	-6	-3	19	16	-3
COc1cc(C(=O)OCC(=O)N2CCNC2=O)cc(Cl)c1OC	-30	-1	-18	-20	-3	-29	2	-27	-1	-10	-1
CCOC(=O)N1CCN(C(=O)Cc2ccc(C)cc2)CC1	-15	9	13	-13	-3	3	7	-18	6	1	3
O=C(c1ccc(-n2cccc2)cc1)N1CCOCC1	-10	1	12	6	4	-5	0	4	-14	-2	5
O=Cc1ccc(OCc2ccc3c(c2)OCO3)cc1	-105	0	-108	0	3	-34	-5	-54	24	-7	-6
COc1ccc(-c2nnc(NC(=O)c3cc(Cl)ccc3Cl)o2)cc1	-27	-4	5	-32	-2	-23	11	13	-5	0	-9
COc1ccccc1NC(=O)CSc1nnnn1Cc1ccccc1	18	-2	-2	-12	1	4	-3	4	-7	-18	-3
O=C(NCCc1cccs1)C(c1ccccc1)c1ccccc1	-20	11	4	-3	7	6	2	3	7	5	-6
Cc1ccc(CN(C)C(=O)CC2C(=O)NCCN2CC2CCCCC2)cc1 (stereo not given)	-6	0	12	-7	-1	-8	-2	-7	-1	1	1
COC(=O)Cc1c(C)[nH]n(-c2cc(Cl)cc(Cl)c2)c1=O	-15	5	-5	15	-3	0	1	13	-3	0	-3
O=C(O)c1[nH]c2ccc([N+](=O)[O-])cc2c1-c1ccccc1	-18	-3	8	-9	7	7	3	2	3	-10	-1
N/C(=N\OC(=O)COc1ccc2ccccc2c1)c1ccccn1	-63	1	-54	-1	10	-31	13	-46	-44	-24	7
COc1c2c(cc3oc(=O)c4c5ccc(O)cc5oc4c13)OC(C)(C)CC2	-13	1	-8	77*	-5	-41	-20	-7	77*	-1	-9
COCCN1C(=O)C(O)=C(C(C)=O)C1c1ccc(OC)c(OC)c1 (stereo not given)	-14	-8	9	-11	5	1	-15	-6	4	-8	-3
C/C(=C\c1ccco1)CN1CCC(N2CCC(C(=O)N3CCOCC3)CC2)CC1	-7	9	6	0	6	-35	-2	4	12	-2	-12
OC[C@@H](O)[C@@H](O)[C@H](O)[C@@H](O)CO	-1	1	5	14	-8	14	3	-2	-12	-8	-5
O=C1NC(c2cc(Cl)cc([N+](=O)[O-])c2O)Nc2ccccc21 (stereo not given)	13	21	10	-6	-4	8	2	8	-1	6	9
Cc1cc([N+](=O)[O-])nn1Cc1ccc(C(=O)N/N=C/c2ccc(F)cc2)cc1	-51	3	18	10	-2	-8	1	-2	-8	8	-3
CCCCNC(=O)CC1S/C(=N/N=C/c2ccc(OC)cc2)NC1=O (stereo not given)	-6	0	-4	-20	6	-2	0	-16	-7	15	3
COc1cccc(N2CCN(c3cnc4ccccc4n3)CC2)c1	-56	-5	-70	-9	-4	-60	9	-106	-62	-22	2
COc1cc(Cl)cc(C#N)c1OCC(=O)O	-13	-6	11	-15	7	5	-11	-8	-3	-12	-10
CCCCN1C(=O)c2ccc(C(=O)OCC(=O)N3CCN(c4ccccc4)CC3)cc2C1=O	-5	12	20	14	2	13	-10	16	4	-6	6
COc1ccc(Cn2c(-c3ccc(OC)cc3)n[nH]c2=S)cc1	0	2	4	-18	-7	7	-3	-1	1	8	-1
O=C(Nc1ccc(NC(=O)c2ccc3c(c2)OCO3)cc1)c1cccc(Cl)c1	-2	2	-7	-5	5	-22	-6	-3	36	-5	-1

Exported with bars between the fields: two of the compounds above
Compound | SRC1 inh | Granule exo inh | SRC3 inh | TROY NFkB inh | ABHD5 PLIN5 PPI | NCOA2 inhibitor | NOD2-RIPK2 inh | LRH-1 inv ag | TWEAK-Fn14 inh | NR2F2 inh | TLR9-MyD88 block
C/C(=C\c1ccco1)CN1CCC(N2CCC(C(=O)N3CCOCC3)CC2)CC1 | -7 | 9 | 6 | 0 | 6 | -35 | -2 | 4 | 12 | -2 | -12
COc1ccc(Cn2c(-c3ccc(OC)cc3)n[nH]c2=S)cc1 | 0 | 2 | 4 | -18 | -7 | 7 | -3 | -1 | 1 | 8 | -1

More entries follow.
SMILES	SRC1 inh	Granule exo inh	SRC3 inh	TROY NFkB inh	ABHD5 PLIN5 PPI	NCOA2 inhibitor	NOD2-RIPK2 inh	LRH-1 inv ag	TWEAK-Fn14 inh	NR2F2 inh	TLR9-MyD88 block
O=C(NCc1ccco1)C1CCN(c2ccc(N3CCOCC3)nn2)CC1	-3	-1	-3	19	10	25	-8	4	23	35	0
O=C(NCCCn1ccnc1)/C(=C\c1cccs1)NC(=O)c1cccs1	7	2	7	0	8	6	0	3	3	16	2
Cc1ccc(N2C(=O)c3ccc(N)cc3C2=O)cc1	-93	-1	-84	-37	-1	-64	11	-66	-20	-39	8
Cc1onc(-c2c(Cl)cccc2Cl)c1C(=O)N1CCc2ccccc2C1	-1	8	5	-32	5	-3	15	12	8	26	-2
COc1ccc(C(=O)c2sc(NC(C)C)nc2N)cc1OC	-2	-6	27	10	-8	6	4	-9	16	9	-1
